High-throughput results: PubChem, several laboratories
HTR5A ag ctr – HTR5A agonism, opioid heterodimer counter-screen; 340,000 tested, 0.61% active; activation, % at 9.3 µM; AID 504692; HTR5A agonist assay, luminescence, cell-based; in the data active = activation mostly above about 9.5%, no sharp cut-off; inactive = mostly below about 7.6%;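 also: 0% = cells with vehicle only and 100% = reference agonist; strong numbers were not always called active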
Target sequence (P47898 whole entry, looked up): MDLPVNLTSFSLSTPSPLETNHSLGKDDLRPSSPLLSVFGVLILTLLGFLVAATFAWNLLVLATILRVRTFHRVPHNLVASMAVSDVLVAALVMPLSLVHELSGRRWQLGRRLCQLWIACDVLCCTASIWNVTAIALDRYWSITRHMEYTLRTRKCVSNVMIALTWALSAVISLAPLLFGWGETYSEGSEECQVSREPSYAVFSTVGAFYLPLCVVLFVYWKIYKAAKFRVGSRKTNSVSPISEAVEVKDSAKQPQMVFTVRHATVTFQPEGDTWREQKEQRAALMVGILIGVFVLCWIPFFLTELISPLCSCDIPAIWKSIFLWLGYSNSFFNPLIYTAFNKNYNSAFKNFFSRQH
MOR-DOR ag – OPRM1-OPRD1 heterodimerization agonism; P35372+P41143; cells, luminescence; activation, % at 9.3 µM; 340,000 tested, 0.3% active; AID 504326; in the data active = activation above about 18%;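 also: 0% = vehicle-treated cells and 100% = reference agonist; values of inactives mirror those of a sister screen read the other way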
C-LANA FP – blocks KSHV LANA C-terminal domain binding to DNA; MBP-C-LANA/FAM-LBS DNA binding, fluorescence polarization; inhibition, % at 9 µM; 340,000 tested, 0.078% active; AID 504423;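 active = highest replicate inhibition at or above 60% at 9 µM, even if other replicates fall short; inactive = all replicates below 60% inhibition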;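 also: 0% = neutral control wells and 100% = 4 µM acridine orange control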
HTR5A inv ag – HTR5A inverse agonism, opioid heterodimer counter-screen; P47898; HTR5A cell line, luminescence; inhibition, % at 9.3 µM; 340,000 tested, 0.083% active; in the data active = inhibition mostly above about 23%, no sharp cut-off; inactive = mostly below about 18%;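 also: 0% = cells with DMSO and 100% = no-cell wells with DMSO; some compounds called inactive have numbers as strong as hits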
cardiac RTF act – cardiac RTF calcium sensitization | P19429+P45379 | IANBD-labeled TnC RTF fluorescence at EC20 calcium; 0% EC20 calcium, 100% full calcium | activation, % at 7.2 µM | 340,000 tested, 0.24% active | AID 493008;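 active = activation above the mean over all tested compounds plus 3 SD, cut at about 30% in these data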;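 also: rise in fluorescence read as greater calcium sensitivity of cardiac thin filaments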
CAL-PDZ inh HTS – inhibitors of human CAL PDZ peptide binding; Q9HD26; purified CAL PDZ, TMR-peptide fluorescence polarization, 1 h; inhibition, % at 24.9 µM; 300,000 tested, 0.92% active;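 active = mean inhibition of at least 30% with at least half of replicates also reaching 30%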;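 also: 0% = DMSO neutral control and 100% = excess unlabeled competitor peptide PRC23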
Keap1 Nrf2 FP – inhibitors of human Keap1-Nrf2 protein-protein interaction | Q14145 | Keap1 Kelch-Nrf2 peptide fluorescence polarization, 1536-well | inhibition, % at 9.4 µM | 340,000 tested, 0.15% active | AID 504523; in the data active = inhibition above about 12%;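 also: human Keap1 Kelch domain with fluorescein labeled Nrf2 9mer peptide probe; 0% = neutral control wells and 100% = peptide positive control; higher means more block of Keap1 binding to Nrf2 peptide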
Target sequence (Q14145 whole entry, looked up, the tested form may be a part): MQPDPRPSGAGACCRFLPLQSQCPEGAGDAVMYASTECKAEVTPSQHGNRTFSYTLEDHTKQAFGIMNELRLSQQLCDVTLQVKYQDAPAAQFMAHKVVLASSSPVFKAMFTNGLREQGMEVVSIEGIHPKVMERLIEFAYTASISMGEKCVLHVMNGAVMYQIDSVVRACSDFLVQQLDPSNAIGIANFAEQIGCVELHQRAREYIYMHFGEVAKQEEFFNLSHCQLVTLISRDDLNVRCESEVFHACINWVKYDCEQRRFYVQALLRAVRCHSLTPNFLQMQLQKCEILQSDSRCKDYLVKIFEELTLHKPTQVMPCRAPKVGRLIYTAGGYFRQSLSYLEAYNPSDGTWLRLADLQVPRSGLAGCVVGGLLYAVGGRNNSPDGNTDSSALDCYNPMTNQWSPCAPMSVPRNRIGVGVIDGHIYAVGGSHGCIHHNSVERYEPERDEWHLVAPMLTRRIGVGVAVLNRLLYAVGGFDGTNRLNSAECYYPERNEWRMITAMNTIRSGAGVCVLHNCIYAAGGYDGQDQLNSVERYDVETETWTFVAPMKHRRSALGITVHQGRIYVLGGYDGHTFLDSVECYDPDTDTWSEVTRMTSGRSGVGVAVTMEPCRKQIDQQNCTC
OPRM1-OPRD1 inv – inverse agonists of human mu-delta opioid receptor heterodimerization; AID 504357; cell-based MOR-DOR heterodimer luminescence, inverse agonism; inhibition, % at 9.3 µM; P35372+P41143; 340,000 tested, 0.21% active; in the data active = inhibition above about 22%, passing the limit was not always enough;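 also: 0% = cells with DMSO and 100% = wells without cells with DMSO; values of inactives mirror those of a sister screen read the other way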
Cardiac RTF inh – cardiac RTF calcium desensitization; IANBD-labeled cardiac RTF, Ca2+ fluorescence; inhibition, % at 7.15 µM; 340,000 tested, 0.12% active; AID 493244;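 active = inhibition above the mean inhibition of all tested compounds plus 3 SD, cut at about 17% in these data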;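 also: assay run at fixed EC70 calcium of 1.6 mM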
V-ATPase pH – regulators of yeast V-ATPase proton transport | S. cerevisiae, pHLuorin cytosolic pH fluorescence | response, % at 10 µM | 350,000 tested, 0.37% active | AID 504577; in the data active = response mostly above about 7.3%, no sharp cut-off; inactive = mostly below about 5.4%; also: actives read high; inactives centre near 0; some compounds called inactive have numbers as strong as hits; reference of the scale not given here
Numbers without * were called inactive; / = no result given.

SMILES	HTR5A ag ctr	MOR-DOR ag	C-LANA FP	HTR5A inv ag	cardiac RTF act	CAL-PDZ inh HTS	Keap1 Nrf2 FP	OPRM1-OPRD1 inv	Cardiac RTF inh	V-ATPase pH
CCN(CC)Cc1c(O)ccc2c(C)c(CC(=O)OC)c(=O)oc12	-6.8	-1.0	1.8	-7.8	-2.9	-1.7	-4.4	4.8	-8.3	3.1
Cn1c(=O)n(CCCOc2ccc(Br)cc2)c2ccccc21	-2.8	1.3	1.2	6.8	-6.3	-1.4	-1.8	-6.2	-3.2	0.0
COc1ccc(Oc2cnn(-c3ccccc3)c(=O)c2Br)cc1	5.7	-0.2	-0.1	-15.5	-0.3	-2.2	-3.4	0.8	6.4	-3.1
CC(C)Nc1nnc(SC(C)C(=O)N(C)C2CCCCC2)s1 (configuration not stated)	0.1	-0.7	0.5	-11.1	-2.6	-2.8	-4.7	4.5	-13.5	9.2
Cc1ccc(C)c(N2CCN(C(=O)C3CCCN(S(=O)(=O)c4cnc[nH]4)C3)CC2)c1 (configuration not stated)	2.9	-3.4	-0.8	-8.7	0.9	-6.9	-0.9	17.2	-3.0	-1.7
Cc1cnc(C(=O)OCC(=O)Nc2cc(Cl)cc(Cl)c2)cn1	0.4	-0.8	-1.0	-1.1	-3.0	-0.6	5.7	4.6	-1.7	1.9
NC(=O)c1ccc(NC(=O)COc2ccc([N+](=O)[O-])cc2Cl)cc1	-0.3	0.6	-0.7	2.7	8.4	2.4	-1.7	-2.9	0.3	0.5
Cc1ccc(O)c(-c2cc(-c3cccc(Br)c3)n[nH]2)c1	-0.6	6.8	0.4	1.8	-7.2	86.3*	-2.2	-37.7	-4.0	-1.9
S=c1nc(NCCc2ccccc2Cl)c2ccccc2[nH]1	5.2	22.9*	-0.8	-20.3	-2.4	-4.8	-7.5	-107.8	-4.2	-1.4
Cc1ccc(N=Nc2[nH]c3ccccc3c2O)cc1	2.9	1.2	2.1	20.7	36.2*	/	-5.1	-6.5	-46.9	0.9
C/C(Nc1ccccc1)=C(/C#N)C(N)=O	0.4	-0.9	1.4	4.5	-4.5	/	-1.0	5.1	-1.5	-3.3
O=C(c1cc2ccccc2oc1=O)N(Cc1ccccc1)CC1CCCO1 (configuration not stated)	3.5	-1.5	0.4	2.5	-0.1	-2.5	-2.1	7.8	-17.2	2.9
CN(CC(=O)Nc1ccc(F)c(F)c1F)C(=O)CCN1C(=O)C2CCCCC2C1=O (configuration not stated)	-7.9	-3.6	1.1	19.5	-1.3	-3.5	-1.7	15.4	-3.9	-5.4
COc1ccc(CCNC(=O)CCSc2nc(-c3ccco3)cc(C(F)(F)F)n2)cc1	-7.7	0.0	0.1	-13.9	-7.2	-5.6	-8.4	0.0	-8.4	-1.0
COc1cc(C(C)=O)ccc1OCC(O)CN1CCN(c2ccccn2)CC1 (configuration not stated)	3.0	-1.1	-1.7	-10.9	-7.1	-2.7	-4.7	5.1	-1.1	-3.0
CCOc1ccc(/C=C2/SC(=S)N(CCC(=O)Nc3ccc(C(=O)O)cc3)C2=O)cc1	-3.2	-2.0	1.4	-15.0	-8.3	/	-1.4	13.9	2.8	-0.7
Cc1ccc(-c2nn3cnnc3c3ccccc23)cc1C	3.2	-1.4	-0.7	-9.1	2.4	3.2	-4.3	7.3	1.6	-1.4
NC(=O)[C@H]1CC2(CC(c3cccc(NC(=O)COc4ccc(Cl)cc4)c3)=NO2)CN1C(=O)c1ccc(Cl)cc1 (some centres not stated)	9.4	4.0	2.2	-48.1	-2.8	-2.2	-2.5	-22.0	5.3	-1.4
Cc1cc(C)c(-c2c(O)c3cnn(-c4ccccc4)c3[nH]c2=O)c(C)c1	0.3	-3.1	-0.3	8.0	-0.2	-1.8	-1.0	15.6	5.8	6.0
CCc1cc(=O)oc2c(C)c(OCC(=O)NCCN3CCOCC3)ccc12	0.2	-0.6	-0.7	6.9	-2.5	-2.7	2.3	3.2	-3.2	3.1
Cc1nc2ccccc2n1C1CCN(CC(=O)Nc2ccccc2Br)CC1	8.3	0.1	2.5	12.3	-2.6	-4.7	-0.3	-0.4	-3.2	5.5
CCN(CC)C(=O)[C@H]1CC(CC(=O)NC/C=C(\C)CCC=C(C)C)C(=O)N2CCc3c([nH]c4ccccc34)[C@]12C (some centres not stated)	-0.6	0.0	0.4	1.9	-5.2	-12.5	-2.8	0.0	-5.9	0.8
Cc1ccc(C(=O)NNC(=O)c2ccccc2O)cc1S(=O)(=O)N1CCCCC1	-1.3	-1.2	-1.0	3.6	-1.9	0.6	-2.3	7.7	-13.7	1.1
O=C1N=c2ccccc2=C1c1sc(NS(=O)(=O)c2ccccc2)nc1O	-0.4	-3.3	0.9	-4.0	-2.0	15.7	-2.7	16.2	8.7	-2.1
Cc1cc(Nc2ccc(Br)cc2F)n2nc(C)nc2n1	-4.5	-3.0	-0.9	11.8	5.8	-0.9	-4.9	14.8	4.7	-0.4
Next section
SMILES	HTR5A ag ctr	MOR-DOR ag	C-LANA FP	HTR5A inv ag	cardiac RTF act	CAL-PDZ inh HTS	Keap1 Nrf2 FP	OPRM1-OPRD1 inv	Cardiac RTF inh	V-ATPase pH
CC(NC(=O)c1ccccc1Br)c1nnc(SCC(=O)NC2=NCCS2)n1C (configuration not stated)	2.2	1.1	0.0	-6.0	-2.8	/	1.3	-8.3	-7.1	-4.4
CCc1ccc2[nH]c(=O)c(CN(Cc3ccc4c(c3)OCO4)Cc3nnnn3C3CCCC3)cc2c1	18.5*	8.4	1.0	2.9	-1.0	-3.1	-6.4	-48.4	-4.7	0.1
COc1ccc(OC)c(S(=O)(=O)Nc2ccc(C(C)=O)cc2)c1	3.3	-2.3	-1.2	-10.7	0.1	/	1.7	12.2	-7.9	3.4
CS(=O)(=O)Nc1ccc(C2=NN(C(=O)c3cccc(F)c3)C(c3cccs3)C2)cc1 (configuration not stated)	-5.3	-0.5	-4.6	19.8	6.8	-4.6	2.9	2.6	-10.0	-1.0
O=c1[nH]c(-c2ccccc2)nc2sc(-c3ccccc3)cc12	2.2	1.3	0.6	-14.4	3.5	3.1	-5.1	-6.4	-2.8	-11.7
O=C(NC(=S)Nc1ccc(Cc2ccncc2)cc1)c1ccccc1F	-1.0	-3.9	-1.3	2.5	-3.3	-1.3	-3.8	17.9	5.2	-1.6
Cc1cc(C)n(-c2nnc(C)n2/N=C/c2cc(Br)ccc2OCc2ccccc2)n1	4.8	-1.6	-0.8	-21.0	-2.3	-3.4	-0.4	9.2	0.2	-2.1
COc1cc(NS(=O)(=O)c2c(C)[nH]c(C)c2C(=O)N2CCCCC2)cc(OC)c1OC	5.8	-2.4	0.2	-21.8	-1.7	-3.5	-4.1	12.5	2.6	-2.9
COc1ccc(S(=O)(=O)N2CCN(c3ccc(F)cc3)CC2)cc1C(=O)N1CCCC1	-1.5	-0.8	0.8	4.3	-4.5	-5.3	-7.1	4.4	-5.8	4.8
Cc1ccccc1CSCC(=O)NNC(=S)NCC1CCCO1 (configuration not stated)	-2.1	-4.5	2.3	9.0	-5.0	-1.1	-1.9	14.8	-5.8	-1.8
COc1ccc(OC)c(C(=O)COC(=O)c2[nH]c(C)c(C(C)=O)c2C)c1	1.3	-0.3	-1.0	-19.4	-2.0	-4.3	2.5	2.0	-2.9	5.6
COc1ccc(S(=O)(=O)Nc2c(C)nn(C)c2C)cc1Br	5.9	0.6	17.8	-16.2	5.5	-2.7	-0.7	-2.5	-3.0	-0.7
O=C(CCSCCc1ccccn1)Nc1cc(F)ccc1F	-2.0	-1.7	4.6	6.8	3.3	-5.6	0.4	9.1	-0.3	0.6
Cc1cc(Cl)n2c(nc3cc(F)c(F)cc32)c1C#N	-6.7	-3.4	-1.5	17.1	0.3	3.2	1.0	15.7	-10.5	-38.4
CN1CCN(C(=S)NCCc2ccccc2)CC1	5.7	-2.2	0.2	11.2	3.6	-0.8	-2.1	12.6	-1.2	0.6
COc1ccc(-n2c(CNC(=O)COc3ccc(Cl)cc3)n[nH]c2=S)cc1	-3.0	-2.1	2.1	-23.8	2.2	-3.8	1.8	10.3	3.8	2.3
CCCCn1nc(C(=O)NCC2COc3ccccc3O2)c2ccccc2c1=O (configuration not stated)	-2.3	-2.3	-1.0	5.5	2.8	-1.5	1.8	9.6	-5.8	-0.4
CCOC(=O)C1=C(C)NC(C)=C(C(=O)OCC)C1C(=O)OCC(=O)NC1(C#N)CCCCC1	5.6	2.0	-1.2	-13.9	-4.3	-4.6	-2.3	-12.8	-14.4	-2.9
Cc1ccc(NC(=S)N/N=C/c2c(C)[nH]c3ccccc23)cc1	1.9	1.5	-1.0	-5.2	6.1	1.6	-0.8	-7.7	-9.5	-0.3
NC(=O)c1coc(-c2ccccc2)n1	-4.8	0.2	-0.2	-21.0	9.5	2.4	-1.4	-1.2	-23.8	0.7
FC(F)(F)c1cc(CO[C@@H]2CCCN[C@@H]2c2ccccc2)cc(C(F)(F)F)c1	-4.6	1.4	-1.9	-10.4	10.1	-3.0	-1.7	-7.6	-0.1	7.2
CCc1cccc(NC(=O)CCNS(=O)(=O)c2ccc3c(c2)oc(=O)n3C)c1	-1.6	-1.8	-0.7	3.2	2.4	0.1	-8.7	9.3	-9.0	-2.5
NC(=O)C1CC(=O)N(c2ccc(OCc3ccc(Cl)cc3)cc2)C1 (configuration not stated)	9.1	-0.1	2.1	-5.4	-6.2	2.7	6.5	0.6	-15.9	-2.2
Cc1c(N=C2C(=O)Nc3ccccc32)c(=O)n(-c2ccccc2)n1C	-6.2	-10.1	1.2	17.5	-1.8	/	0.4	52.1*	-5.1	9.3*
Cc1cccc(NC(=O)COC(=O)c2ccc(C)c(S(=O)(=O)N3CCCCC3)c2)c1	10.9	-0.3	-0.3	-27.3	-2.1	3.1	-6.1	1.2	-2.9	-2.8
Later entries
SMILES	HTR5A ag ctr	MOR-DOR ag	C-LANA FP	HTR5A inv ag	cardiac RTF act	CAL-PDZ inh HTS	Keap1 Nrf2 FP	OPRM1-OPRD1 inv	Cardiac RTF inh	V-ATPase pH
COc1cc(C=NNC(=O)c2cccnc2)ccc1OC(=O)c1ccccc1F	-0.1	0.6	2.5	0.2	-2.7	/	2.8	-2.7	-0.3	-2.6
N#Cc1ccccc1NC(=O)COC(=O)C1CCN(C(=O)c2ccc(Cl)cc2)CC1	0.2	-2.4	-0.6	-27.7	1.5	-5.7	-0.9	9.4	-10.3	1.3
Cc1cc(C)cc(NC(=O)COC(=O)c2n[nH]c3ccccc23)c1	0.0	5.5	-0.6	-16.3	-1.7	-2.5	-2.9	-26.9	-10.6	1.7
CC(=O)Oc1ccc2c(=O)oc(-c3ccccc3C)nc2c1	3.3	-1.1	0.2	-24.6	3.0	/	5.5	5.5	-9.4	-2.6
Cc1ccc(N2CCN(/N=C/c3cccs3)CC2)cc1	-5.2	-2.2	-0.9	-17.0	-6.3	3.2	-1.9	11.8	13.4	-0.1
COc1ccccc1/C=N/NC(=O)c1cccc(OC(F)(F)C(F)F)c1	0.0	-0.2	1.4	0.0	-3.3	-7.3	-1.8	1.1	11.4	2.4
Cc1ccc(-n2cc(C(=O)c3ccc4ccccc4c3O)cn2)cc1	2.9	0.1	-1.1	-7.8	-4.4	2.5	0.0	-0.6	-11.7	-3.5
COc1cccc(C(=O)NN2c3ccccc3CCc3ccccc32)c1	1.5	10.0	1.5	10.5	12.5	-4.5	-3.6	-53.5	-1.0	-2.0
